Screens as filed in PubChem.
TSHR antagonist: Antagonists of the Thyroid Stimulating Hormone Receptor: HTS campaign. Thyrotropin receptor (Homo sapiens), P16473. TSHR-expressing cells, TSH-stimulated cAMP HTRF, 2 h; stronger effect = lower value. activity change, negative = inhibition, % at 11.5 µM. 0.2% of 330,000 active. AID 504810, 2011;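 active = activity change below a set negative limit, meaning inhibition stronger than a set level, cut at about -70% in these data; inconclusive = activity change between two set negative limits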; note: % is set by controls: 0 for no effect and ±100 for the full control effect
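Inhibition of cAMP made by TSHR-expressing cells under TSH stimulation (4nM final, EC80; 2 h, 37 deg C) is quantified with a one-step lysis HTRF kit, anti-cAMP cryptate versus cAMP-d2.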
MBNL1 CUG block: qHTS Assay for Inhibitors of MBNL1-poly(CUG) RNA binding; TR-FRET MBNL1-His/biotin-(CUG)12 binding, 665/545 ratio; Potency, µM (highest dose often 57.5 µM), for the others: at the top dose activity change, negative = inhibition, actives largely listed as inhibitors; 0.036% of 280,000 active; AID 2675, 2010; active = well fitted inhibition curve with a large enough effect in the signal ratio, with a control signal flat, not every such curve was filed as active; inconclusive = small, poorly fitted or top-dose-only effect, or effect the other way, or a change in a side signal; inactive = no such curve, though single readings can be large or run the other way; the % refers to the signal ratio; note: potency is the fitted concentration of half-maximal effect; % is set by controls: 0 for no effect and ±100 for the full control effect
Target sequence (Q9NR56 whole entry, looked up): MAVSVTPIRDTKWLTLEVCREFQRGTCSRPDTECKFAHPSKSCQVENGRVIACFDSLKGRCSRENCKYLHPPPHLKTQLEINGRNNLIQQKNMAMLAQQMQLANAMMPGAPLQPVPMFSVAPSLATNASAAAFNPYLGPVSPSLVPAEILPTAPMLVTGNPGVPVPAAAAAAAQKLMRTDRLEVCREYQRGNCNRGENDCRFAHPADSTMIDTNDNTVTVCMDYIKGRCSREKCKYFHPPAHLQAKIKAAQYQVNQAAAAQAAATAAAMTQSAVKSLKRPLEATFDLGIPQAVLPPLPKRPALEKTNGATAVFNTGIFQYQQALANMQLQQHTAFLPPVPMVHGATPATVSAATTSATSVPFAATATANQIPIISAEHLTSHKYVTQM
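TR-FRET between His-tagged MBNL1 and biotin-(CUG)12 RNA, detected with Tb anti-His antibody (0.055 ng/ul) and streptavidin-XL665 (5 nM), 60 min at room temperature. Compounds titrated 92 nM to 58 uM; 665/545 nm ratio normalized to buffer and complex controls.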
S-ASM inh: Inhibitors of Secretory Acid Sphingomyelinase (S-ASM): qHTS | Sphingomyelin phosphodiesterase (Homo sapiens), P17405 | placental ASM, HMU-PC fluorogenic substrate, 60 min | Potency, µM (highest dose often 57.5 µM), without a hit: top-dose activity change, negative = inhibition, usual class: inhibitors | 0.006% of 340,000 active | AID 504937, 2011; note: potency is the fitted concentration of half-maximal effect
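Human placenta-derived ASM preincubated with compound 10 min at room temperature, then reacted with 9 uM (final) fluorogenic HMU-PC substrate for 60 min at 37 C. Stop solution raises pH to 10; fluorescence read at Ex 386/Em 447 nm.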
CXXC DNA block: qHTS Fluorescence Polarization Assay for Inhibitors of MLL CXXC domain - DNA interaction. AID 2662, 2010. Potency, µM (doses to about 115 µM), without a hit: at the top dose activity change, negative = inhibition, usual class: inhibitors. MLL-CXXC / FITC-HOXA9 DNA fluorescence polarization. Histone-lysine N-methyltransferase 2A (Homo sapiens), Q03164. 0.037% of 290,000 active; active = well fitted inhibition curve with a large enough effect in the polarisation, with a control signal flat, not every such curve was filed as active; inconclusive = small, poorly fitted or top-dose-only effect, or effect the other way, or a change in a side signal; inactive = no such curve, though single readings can be large or run the other way; the % refers to the polarisation; note: potency is the fitted concentration of half-maximal effect
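Steps: dispense CXXC domain solution (7 uM) → pin compounds or unlabeled HOX-A9 DNA control → 5 min ambient → add FLSN-HOX-A9 solution (50 nM) → spin → 30 min ambient → fluorescence polarization. Tris pH 7.5/NaCl/DTT/BSA buffer.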
Menin MLL FP TR: qHTS Assay for Inhibitors Targeting the Menin-MLL Interaction in MLL Related Leukemias: Competition With Texas Red Labeled MLL-derived Mutant Peptide; O00255; Menin + Texas Red MLL mutant peptide, fluorescence polarization; Potency, µM (titrated, usually from 61.6 µM), inactives show at the highest dose FP activity change, negative = inhibition, usual class: inhibitors; 0.23% of 270,000 active; active = well fitted inhibition curve with a large enough effect in the polarisation, with a control signal flat, not every such curve was filed as active; inconclusive = small, poorly fitted or top-dose-only effect, or effect the other way, or a change in a side signal; inactive = no such curve, though single readings can be large or run the other way; the % refers to the polarisation; note: potency is the fitted concentration of half-maximal effect; % of control where 0% means no effect; many of its hits are not listed in these tables
AT treatment: qHTS Assay for Identifying a Potential Treatment of Ataxia-Telangiectasia; […] A-T fibroblasts, KAP-1 phosphorylation AlphaLISA; neocarzinostatin DNA damage 30 min before lysis; Potency, µM (doses to about 57.5 µM), for the others: top-dose activation, most hits filed as activators; 0.19% of 320,000 active; AID 485349, 2010; note: potency is the fitted concentration of half-maximal effect; % of control where 0% means no effect; nearly all actives have a fitted effect of over 45% in size
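hTERT-immortalized A-T patient fibroblasts ([…]), 500 cells/well in OPTI-MEM, 1% FBS, got compounds for 60 min, then NCS for 30 min at 37C. Lysates were then assayed for phospho-KAP-1 by AlphaLISA (anti-pKAP1 donor, anti-KAP1 acceptor beads), 6 hr at 25C.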
PTAP TSG101 blk: qHTS Assay for Iinhibitors of HIV-1 Budding by Blocking the Interaction of PTAP/TSG101. Tumor susceptibility gene 101 protein (Homo sapiens), Q99816. Fluorescence polarization, FITC-PTAP peptide / Tsg101 binding. Potency, µM (titrated, usually from 115 µM), without a hit: at the top dose activity change, negative = inhibition, most hits filed as inhibitors. 340,000 tested, under 10 active; active = well fitted inhibition curve with a large enough effect in the main read-out, with a control signal flat, not every such curve was filed as active; inconclusive = small, poorly fitted or top-dose-only effect, or effect the other way, or a change in a side signal; inactive = no such curve, though single readings can be large or run the other way; note: potency is the fitted concentration of half-maximal effect; % of control where 0% means no effect
Target sequence (Q99816 whole entry, looked up): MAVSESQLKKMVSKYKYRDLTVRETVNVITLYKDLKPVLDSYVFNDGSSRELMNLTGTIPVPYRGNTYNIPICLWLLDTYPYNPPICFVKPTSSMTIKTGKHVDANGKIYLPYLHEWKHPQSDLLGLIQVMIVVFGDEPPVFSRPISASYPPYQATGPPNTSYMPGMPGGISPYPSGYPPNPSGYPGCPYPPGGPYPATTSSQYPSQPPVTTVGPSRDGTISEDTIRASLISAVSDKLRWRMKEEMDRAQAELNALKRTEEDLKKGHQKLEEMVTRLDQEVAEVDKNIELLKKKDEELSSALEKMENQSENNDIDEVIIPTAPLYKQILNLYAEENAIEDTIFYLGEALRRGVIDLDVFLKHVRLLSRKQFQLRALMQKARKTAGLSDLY
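FP read-out: FITC-PTAP peptide, 50 nM final, binding Tsg101 binding domain, 10 uM final; 20 min, r.t.; 10 mM HEPES pH 7.5, 0.15 M NaCl, 0.01% Tween 20, 3 mM EDTA, 0.1 mM TCEP.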
a7 integrin act: qHTS for Activators of Integrin-Mediated Alleviation for Muscular Dystrophy; 0.064% of 350,000 active; Potency, µM (series often up to 38.3 µM), for the others: at the highest dose activation, actives largely listed as activators; AID 624291, 2012; alpha7betagal myoblasts, beta-gal FDG fluorescence, 48 h;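 note: potency is the fitted concentration of half-maximal effect; 100% = response of the positive control SU9516; nearly all actives have a fitted effect of over 60% in size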
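alpha7betagal+/- myoblasts (passage 13, 250/well) treated 48 h at 37C with compounds at 1:260 dilution of DMSO stock. Lysed, then beta-galactosidase activity read as FDG fluorescence (ex 480/em 540) after 30 min, with pre-read for autofluorescence.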
Mito fusion yeast: qHTS Assay for Small Molecule Inhibitors of Mitochondrial Division or Activators of Mitochondrial Fusion. S. cerevisiae fusion-defective mutant growth rescue, CellTiterGlo 48 h. Potency, µM (top dose mostly 46.1 µM), for the others: top-dose growth rescue (activation), usual class: activators. 0.23% of 320,000 active. AID 485298, 2010;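 note: potency is the fitted concentration of half-maximal effect; % of control where 0% means no effect; nearly all actives have a fitted effect of over 45% in size; temperature-sensitive fusion mutants such as fzo1-1 at 37 °C on non-fermentable ethanol glycerol medium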
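Read-out: ATP-based luminescence (CellTiterGlo, 10 min ambient) reporting growth of fusion-defective ts yeast after 48 hours at 37C on glycerol/ethanol YPEG medium in the presence of compound.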
TCR act: Activators of T cell receptors: qHTS campaign; AID 504894, 2011; 330,000 tested, under 10 active; Potency, µM (series often up to 9.22 µM), for inactives: at the top dose activation of IL-2 secretion, hits mostly activators; primary human leukocytes, anti-CD3, IL-2 HTRF, 48 h; note: % of control where 0% means no effect
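Primary human leukocytes receive a-CD3 beads and test compound and are incubated 48 hr. Secreted IL-2 is then assayed by HTRF, measuring 665nm acceptor emission after 320nm excitation of the europium donor.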
An asterisk follows results filed as active; u = inconclusive; x = no result given; [ ] = another dose, or the depositor's remark. Unless noted, calls come from the whole dose curve; as a rule, active = well fitted curve in the direction sought with a large enough effect; inconclusive = small, poorly fitted or top-dose-only effect, or another doubt; inactive = no such curve, though single readings can be large; an effect the other way counts as inactive or inconclusive.

Second line of a record: TCR act	Menin MLL FP TR	Mito fusion yeast	a7 integrin act	MBNL1 CUG block	AT treatment	PTAP TSG101 blk	CXXC DNA block	TSHR antagonist	S-ASM inh
Cc1nc2cc(NCc3cccs3)ccc2n1C
    2%	14%	13%	-10%	6%	0%	0%	8%	-8	0%
Cc1ccc(S(=O)(=O)N2C(=O)/C(=C3\SC(=S)NC3=O)c3ccccc32)cc1
    x	x	-1%	x	-8%	24%	x	15%	-14	x
O=C(NCCCCc1ccccc1)C1CC(c2cccc(F)c2)=NO1 (centres undefined)
    -3%	x	-18%	-14%	-1%	-16%	-1%	6%	-3	22%
CCc1ccccc1NC(=O)c1ccc(S(=O)(=O)N2CCCC2)cc1
    12%	x	1%	6%	1%	3%	-9%	9%	-2	-1%
Cc1cccc(OCC(=O)OC2CCN(C)CC2)c1
    1%[46.1 µM]	4%	-2%	1%	-1%	5%	0%	-3%	-4	1%
O=C(CCc1nc2sc3c(c2c(=O)[nH]1)CCCC3)N1CCN(c2ccccc2)CC1
    1%	x	4%	-14%	x	16%	-5%	x	-9	1%
Cc1ccc(OCC(=O)Nc2ccc(N3CCCC3)cc2)cc1C
    1%	13%	-3%	-4%	-4%	-12%	-9%	u	23	-28%
C=C(C)C1Cc2c(C)nn(-c3cccc4cccnc34)c2C1 (centres undefined)
    -1%	x	2%	-17%	7%	-12%	0%	6%	-17	-1%
Cc1csc2c(NCCCN3CCOCC3)ncnc12
    3%	x	5%	-11%	-3%	-2%	6%	-6%	-3	2%
Cc1ccc(S(=O)(=O)n2nc(OC(=O)C3CCCCC3)cc2N)cc1
    3%	-17%	1%	-10%	-2%	-3%	-2%	246%[activator]	11	2%
C=CCn1c(C)cc(C2=NNC(=NC(C)(C)C)SC2)c1C
    15%[46.1 µM]	4%	0%	-6%	6%	-10%	-1%	11%	-1	3%
O=C(OCC(=O)N1CCN(c2ccccc2)CC1)C1CCCN1S(=O)(=O)c1ccc(Cl)cc1 (centres undefined)
    -3%	x	4%	-20%	x	-4%	-1%	x	-8	1%
O=C(COC(=O)c1cc(Br)ccc1O)NNC(=O)c1cccs1
    -5%	x	-2%	9%	x	-1%	-4%	x	-13	-2%
CCc1ccccc1NC(=O)CCC(=O)c1cccs1
    -2%	x	0%	-16%	-5%	30%	-1%	14%	-6	0%
Cc1ccc(CN(C)C(=O)COC(=O)CSc2ccc([N+](=O)[O-])cc2)cc1
    -4%	x	0%	-8%	x	0%	-1%	x	1	-3%

Single records, from the list above. Order of values: TCR act, Menin MLL FP TR, Mito fusion yeast, a7 integrin act, MBNL1 CUG block, AT treatment, PTAP TSG101 blk, CXXC DNA block, TSHR antagonist, S-ASM inh
`O=C(NCCCCc1ccccc1)C1CC(c2cccc(F)c2)=NO1` (centres undefined) is entered as -3%, x, -18%, -14%, -1%, -16%, -1%, 6%, -3, 22%
`Cc1ccc(CN(C)C(=O)COC(=O)CSc2ccc([N+](=O)[O-])cc2)cc1` is entered as -4%, x, 0%, -8%, x, 0%, -1%, x, 1, -3%
`O=C(COC(=O)c1cc(Br)ccc1O)NNC(=O)c1cccs1` is entered as -5%, x, -2%, 9%, x, -1%, -4%, x, -13, -2%
`Cc1ccc(S(=O)(=O)N2C(=O)/C(=C3\SC(=S)NC3=O)c3ccccc32)cc1` is entered as x, x, -1%, x, -8%, 24%, x, 15%, -14, x

Further compounds follow.
Second line of a record: TCR act	Menin MLL FP TR	Mito fusion yeast	a7 integrin act	MBNL1 CUG block	AT treatment	PTAP TSG101 blk	CXXC DNA block	TSHR antagonist	S-ASM inh
CC(Sc1ccc(S(=O)(=O)N2CCN(C)CC2)cn1)C(=O)NC1CCCCC1 (centres undefined)
    1%	x	3%	-26%	x	2%	6%	x	4	7%
Fc1ccc(C2=Nn3c(Cc4ccccc4F)nnc3SC2)cc1
    0%	-11%	-1%	11%	2%	6%	-3%	-4%	-2	2%
CN(C)c1ccnc2sc(C(=O)c3ccccc3)c(N)c12
    -4%[46.1 µM]	11%	-24%	2%	u	-2%	-10%	2%	-7	-1%
CC(=O)c1cccc(NC(=O)c2ccc(S(=O)(=O)N3CCCCC3)cc2)c1
    -3%	34%[activator]	8%	19%	18%	-1%	-3%	12%	-9	-6%
CCNS(=O)(=O)c1ccc(NC(=O)Nc2ccccc2OC)cc1
    0%	u	-2%	-1%	2%	4%	0%	-5%	-4	-1%
O=C(O)c1cc([N+](=O)[O-])ccc1Oc1ccccc1
    0%	x	x	1%	x	x	-12%	x	x	4%
CC(=O)NC1=NN(C(C)=O)C(C)(CCS(=O)(=O)c2ccc(Cl)c(Cl)c2)S1 (centres undefined)
    8%[46.1 µM]	-12%	-3%	u	x	1%	-1%	4%	10	0%
COc1ccc2[nH]cc(CCNC(=O)Cc3ccc(Cl)cc3)c2c1
    -2%	3%	5%	17%	-9%	2%	-1%	-1%	5	-1%
CCCN(CCC)CCCNC(=O)CS(=O)Cc1nc(-c2ccc(OC)c(OC)c2)oc1C (centres undefined)
    -2%	u	-4%	-32%	9%	-8%	-6%	-1%	8	-2%
O=C(Nc1ccc(S(=O)(=O)N2CCOCC2)cc1)c1cccc([N+](=O)[O-])c1
    -4%	1%	0%	15%	u	-3%	-1%	18%	6	-2%
CC(OC(=O)c1ccc(NC(=O)CC#N)cc1)C(=O)NC(c1ccccc1)c1ccccc1 (centres undefined)
    1%	x	x	0%	x	-5%	1%	x	x	-1%
COc1cc(C(=S)N2CCN(c3cccc(Cl)c3)CC2)ccc1O
    0%	u	1%	-25%	-3%	0%[11.5 µM]	-9%	-2%	0	-17%
CC1(C)NC(=O)N(CC(O)COc2ccc(N3C(=O)c4ccccc4C3=O)cc2)C1=O (centres undefined)
    -2%	-5%	-2%	10%	u	3%	-4%	-11%	4	2%
Cc1ccccc1NC(=O)c1cccc(S(=O)(=O)N2CCCCC2)c1
    -9%	-3%	3%	2%	2%	6%	-3%	-1%	-21	-2%
CCCCc1nnc(NC(=O)C=C(C)C)s1
    0%[46.1 µM]	1%	-5%	-2%	u	2%	-8%	4%	-13	3%

(further entries)
Second line of a record: TCR act	Menin MLL FP TR	Mito fusion yeast	a7 integrin act	MBNL1 CUG block	AT treatment	PTAP TSG101 blk	CXXC DNA block	TSHR antagonist	S-ASM inh
CC1(C)C[C@H]2C3=CCC4[C@@]5(C)CC[C@H](O)[C@](C)(CO)C5CC[C@@]4(C)[C@]3(C)C[C@@H](O)[C@@]2(CO)[C@@H](O)[C@@H]1O (some centres undefined)
    -1%	x	x	-8%	x	9%	-1%	x	-12	4%
Cc1ccnc(SCc2cc(=O)c(OC(=O)c3ccc(Cl)c([N+](=O)[O-])c3)co2)n1
    -4%[46.1 µM]	9%	5%	4%	x	-3%	-1%	-12%	24	-1%
CC(=O)c1nn(-c2ccc(Cl)cc2)cc1C(=O)c1ccccc1
    9%	x	x	37%	x	x	-3%	x	x	1%
O=C1CC(c2ccc(F)cc2)CC(O)=C1C=NCCN1CCN(C(=O)Nc2ccccc2)CC1 (centres undefined)
    -1%	-2%[11.7 µM]	-5%	14%	-1%	-8%	-1%	14%	16	-8%
CCC(=O)Nc1ccc(C(=O)OCC(=O)c2cccs2)cc1
    -23%	21%	5%	-19%	2%	-6%	0%	52%[activator]	9	-1%
CCCc1cc(CNC(=O)C2CCC(=O)N(CCc3cccc(F)c3)C2)on1 (centres undefined)
    -3%	x	-12%	18%	-5%	2%	-1%	7%	3	1%
CCc1sc(C(=O)NC2CCN(C)CC2)cc1Br
    5%	6%	-6%	-43%	-1%	1%	1%	9%	22	1%

These rows are one share of the data; rates above refer to the full screens.
